GAA850 FXN act – frataxin GAA850 promoter activation. HEK293 lucGAA850 FXN promoter luciferase reporter, 24 h; percent of 10 µM SAHA response. AID 540364. activation, % at 6 µM. 360,000 compounds, 0.56% hits;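 active = activation above the average of all compounds screened plus 3 SD, cutoff fixed separately per campaign, cut at about 7.5% in these data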;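 note: 0% = DMSO wells and 100% = 10 µM SAHA wells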
rCAG binder – molecules binding r(CAG) RNA repeats. r(CAG) RNA repeat, TO-PRO-1 dye displacement fluorescence. inhibition, % at 3 µM. 370,000 compounds, 1.3% hits. AID 651821;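 active = inhibition above the plate cutoff, the mean of all test compounds on that plate plus 3 SD, cut at about 35% in these data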;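 note: 0% = DMSO alone and 100% = 100 µM mitoxantrone as full dye displacement; higher means more dye released from RNA so lower well fluorescence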
Tn6 DDE FP – DD(E)-Tn6 binding inhibition, primary FP screen; inhibition, % at 8.3 µM; Fibrin DD(E) TRITC-Tn6 fluorescence polarization displacement; 370,000 compounds, 0.21% hits;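 active = inhibition above a per-campaign cutoff: mean of compounds within control limits plus 3 SD, cut at about 15% in these data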;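 note: 0% = median of all compound wells on the plate and 100% = blocking peptide control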
NPR2 activator – GC-B (human) receptor activation | P20594 | HEK293-GC-B cells, CNP EC30, cGMP TR-FRET; 0% at EC30 CNP, 100% saturating CNP | activation, % at 10 µM | 370,000 compounds, 0.11% hits | AID 1920062;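 active = activation at 10 µM reaching about 35% in either raw or pattern-adjusted values, limit read from the data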
ARFGAP1 inhibitor – inhibitors of rat ARFGAP1; Q62848; Arfgap1-stimulated ARF1 GTP hydrolysis, GDP FP detection; inhibition, % at 16.5 µM; 360,000 compounds, 0.26% hits; AID 651572;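 active = inhibition above a per-plate limit, mean inhibition of low control wells plus 3 SD, cut at about 25% in these data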;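 note: 0% = DMSO wells with enzyme and 100% = wells lacking Arfgap1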
Target sequence (Q62848 1-136 limits assumed): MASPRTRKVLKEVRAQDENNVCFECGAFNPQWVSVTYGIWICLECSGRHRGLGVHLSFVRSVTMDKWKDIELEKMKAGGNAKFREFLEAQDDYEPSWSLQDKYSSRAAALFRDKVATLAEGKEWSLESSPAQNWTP
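Material: truncated rat Arfgap1 GAP domain; Incubation: compound-enzyme preincubation 20 min, reaction 120 min, detection 60 min, 25 °C; Read-out: percent inhibition of Arfgap1-stimulated GTP hydrolysis; Technique: FP, GDP Alexa 633 tracer displaced from anti-GDP antibody, 620/688 nm; Controls: No-Arfgap1 wells (100%) versus DMSO full-reaction wells (0%); Replication: single well per compound.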
proKLK7 act – activates the human kallikrein-7 zymogen | AID 652039 | activation, % at 7 µM | 370,000 compounds, 0.9% hits | purified proKLK7, EDANS-DABCYL substrate fluorescence; 100% is mature enzyme control, 0% vehicle;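 active = activation above the mean of all tested compounds plus 3 SD, computed per campaign excluding outliers beyond control limits, cut at about 13% in these data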
GC-A act – GC-A (human) enzyme activation. P16066. HEK293 GC-A cells, cGMP TR-FRET, EC30 ANP; 0% at EC30 ANP, 100% saturating ANP. activation, % at 10 µM. 370,000 compounds, 0.14% hits; in the data active = activation above about 40%
ASAP1 GAP inh – inhibitors of human ASAP1 ArfGAP activity | ASAP1-stimulated ARF1 GTP hydrolysis, GDP FP detection | inhibition, % at 16.5 µM | 360,000 compounds, 0.19% hits | AID 624377; in the data active = inhibition above about 25%;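 note: 0% = vehicle with enzyme and substrate and 100% = no enzyme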
Target sequence (Q9ULH1 325-724 limits assumed): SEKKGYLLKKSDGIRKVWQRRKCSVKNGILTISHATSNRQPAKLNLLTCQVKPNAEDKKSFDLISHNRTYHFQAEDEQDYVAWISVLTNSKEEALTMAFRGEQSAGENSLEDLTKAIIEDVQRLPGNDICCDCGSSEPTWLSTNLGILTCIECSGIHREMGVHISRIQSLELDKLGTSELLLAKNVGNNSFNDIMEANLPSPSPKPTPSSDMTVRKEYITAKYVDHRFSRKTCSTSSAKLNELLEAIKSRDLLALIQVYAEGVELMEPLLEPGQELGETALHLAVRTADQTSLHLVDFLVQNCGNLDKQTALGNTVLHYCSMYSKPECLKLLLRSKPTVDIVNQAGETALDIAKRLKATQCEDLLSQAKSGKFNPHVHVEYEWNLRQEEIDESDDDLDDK
sPLA2-III inh – Blocks human group III sPLA2 activity; AID 743126; QFRET BODIPY PC-A2 liposome hydrolysis, fluorescence; inhibition, % at 12.2 µM; Q9NZ20; 370,000 compounds, 0.56% hits;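 active = inhibition above mean plus 3 SD of compounds lying within the high and low control bounds, cut at about 19% in these data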;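 note: 0% = median of test compound wells and 100% = no enzyme DMSO wells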
Target sequence (Q9NZ20 whole entry, looked up): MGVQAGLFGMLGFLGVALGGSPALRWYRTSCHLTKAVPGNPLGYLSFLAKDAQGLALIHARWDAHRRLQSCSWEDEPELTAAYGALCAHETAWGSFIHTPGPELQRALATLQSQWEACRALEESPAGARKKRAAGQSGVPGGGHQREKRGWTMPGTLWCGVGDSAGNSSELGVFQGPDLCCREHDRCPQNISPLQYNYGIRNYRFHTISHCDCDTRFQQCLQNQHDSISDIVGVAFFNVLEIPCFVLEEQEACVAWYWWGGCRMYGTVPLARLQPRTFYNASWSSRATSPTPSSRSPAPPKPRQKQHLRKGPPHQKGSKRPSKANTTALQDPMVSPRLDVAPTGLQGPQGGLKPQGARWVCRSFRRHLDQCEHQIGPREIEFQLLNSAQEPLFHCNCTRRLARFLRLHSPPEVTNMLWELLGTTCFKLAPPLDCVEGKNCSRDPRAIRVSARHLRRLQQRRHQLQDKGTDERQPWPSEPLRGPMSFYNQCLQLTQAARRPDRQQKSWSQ
ADAM10 inh – inhibitors of human ADAM10. 370,000 compounds, 0.62% hits. O14672. inhibition, % at 7 µM. recombinant ADAM10, EDANS/DABCYL FRET peptide cleavage, 3 h;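 active = inhibition above a per-campaign cutoff equal to the mean of compounds falling between control-based bounds plus 3 SD, cut at about 20% in these data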;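 note: 0% = DMSO wells while the 100% control is not disclosed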
* marks the source's active call; other numbers are inactive results; i = inactive; . = not tested or not shown.

SMILES	GAA850 FXN act	rCAG binder	Tn6 DDE FP	NPR2 activator	ARFGAP1 inhibitor	proKLK7 act	GC-A act	ASAP1 GAP inh	sPLA2-III inh	ADAM10 inh
Clc1ccc(-n2nnnc2SCc2c(-c3ccccc3)nc3sccn23)cc1	3.6	2	8	39*	-3	0.4	25	-13	3	1
COc1ccc(NC(=O)CC(CC(=O)O)c2cc(OC)c(OC)c(OC)c2)cc1 (stereo not drawn)	-1.5	1	5	1	-10	0.2	1	-4	-2	-4
Nc1ccc2nc(-c3ccc(Cl)cc3)[nH]c2c1	4.0	8	-8	-2	5	66*	9	7	7	i
COc1oc(-c2ccccc2)nc1C(F)(F)F	-0.9	0	-6	2	6	0.3	2	-4	-4	-1
Cc1ccc(NC(=O)CN(C)C(=O)C2COc3ccccc3O2)cc1 (stereo not drawn)	0.3	6	-8	-2	4	0.0	4	5	-8	-9
CC(=O)Nc1ccccc1OCC(=O)NC1CCCCC1C (stereo not drawn)	1.7	2	-1	1	-9	0.7	1	-13	2	0
CCN1CCCCC(NC(=O)c2ccc(C)cc2)C1=O (stereo not drawn)	.	2	8	0	.	0.4	-2	.	3	1
Cc1ccc(/C=C/C(=O)Nc2ccc(S(N)(=O)=O)cc2)o1	1.1	17	-6	6	4	0.3	11	6	-4	-29
COCCNC(=O)C(=O)c1c(-c2ccccc2)[nH]c2ccccc12	1.3	-2	-6	4	7	0.1	-4	4	4	3
Oc1ccc(Br)c(CN2CCN(c3ncc(Cc4ccccc4)cn3)CC2)c1	.	5	1	1	14	-0.1	3	11	-18	5
O=C(CN1CCOCCOCCN(CC(=O)Nc2ccccc2)CCOCC1)Nc1ccccc1	-1.1	-4	7	7	2	0.2	1	1	-8	-5
O=C(/C=C/c1ccccc1)Nc1ccc(NC(=O)c2cccs2)cc1	-3.0	5	3	3	2	0.6	-1	3	3	22*
O=C1CN=C(Nc2cccc(C(F)(F)F)c2)N1C1CCCC1	-0.8	-2	-2	-4	-10	-0.2	5	3	4	1
COc1ccc(Cn2cccc(NC(=O)Nc3ccc(F)cc3)c2=O)cc1	-1.0	9	-1	4	15	0.0	0	12	7	-13
Cc1ccccc1NC(=O)Cn1nnc(-c2ccncc2)n1	.	2	0	2	.	-0.1	2	.	4	-7
CCOc1ccc(N(CC(=O)NCc2ccccc2)S(C)(=O)=O)cc1	-0.8	1	-4	-8	-9	0.0	-2	-5	2	7
O=C(CN1CCN(c2ccc(F)cc2)CC1)NCC1CCCO1 (stereo not drawn)	-0.1	-5	2	-1	-3	-0.4	3	2	4	-6
Cc1ccc(OCCCC(=O)NC(C)c2ccccc2)cc1 (stereo not drawn)	1.5	-4	4	3	2	0.1	2	-6	5	-2
Clc1cccc(CNc2ccn3nc(-c4cccc(Cl)c4)cc3n2)c1	2.9	11	-1	-7	14	-80	-3	9	-21	-95
O=C1NC[C@H](CCCCN2CCN(CCC3CCCCC3)C(=O)C2=O)N(CCc2ccc(O)cc2)C1=O	.	3	10	4	-5	-0.5	6	5	8	-6
O=C1c2ccccc2C(=O)N1CC1c2ccccc2CCN1C(=O)CN1CCOCC1 (stereo not drawn)	-1.4	-9	-6	-3	1	0.1	-4	3	-1	5
O=C(CNc1ccccc1Cl)N/N=C1\CCCc2ccccc21	1.1	2	-1	-1	13	-0.2	3	-8	13	-1
Cc1cccc2sc(NNC(=O)c3ccc(S(=O)(=O)N4CCCC(C)C4)cc3)nc12 (stereo not drawn)	-1.2	53*	-2	5	-1	-1.7	2	9	34*	-8
COc1ccc(CC(=O)Oc2cc(C)ccc2C)cc1	-0.2	0	-1	3	-1	-0.2	3	-3	-5	5
CC1(C)C(C=C(Cl)Cl)C1C(=O)N1CCN(Cc2ccccc2)CC1 (stereo not drawn)	2.3	-8	-3	4	15	-0.3	1	-7	-1	0

2 entries from above, with bars between the fields.
SMILES | GAA850 FXN act | rCAG binder | Tn6 DDE FP | NPR2 activator | ARFGAP1 inhibitor | proKLK7 act | GC-A act | ASAP1 GAP inh | sPLA2-III inh | ADAM10 inh
CC(=O)Nc1ccccc1OCC(=O)NC1CCCCC1C (stereo not drawn) | 1.7 | 2 | -1 | 1 | -9 | 0.7 | 1 | -13 | 2 | 0
CC1(C)C(C=C(Cl)Cl)C1C(=O)N1CCN(Cc2ccccc2)CC1 (stereo not drawn) | 2.3 | -8 | -3 | 4 | 15 | -0.3 | 1 | -7 | -1 | 0

Next part.
SMILES	GAA850 FXN act	rCAG binder	Tn6 DDE FP	NPR2 activator	ARFGAP1 inhibitor	proKLK7 act	GC-A act	ASAP1 GAP inh	sPLA2-III inh	ADAM10 inh
C=CCNC(=O)C1CC(=O)N(c2ccc(OCC(=O)N3CCCC3)cc2)C1 (stereo not drawn)	-1.8	0	-1	-1	0	-0.1	-6	-9	2	5
O=C(NCCOCc1ccccc1)C(c1ccccc1)c1ccccc1	-2.5	-7	3	0	5	0.3	-4	14	-6	-9
O=C(c1ccc(NC2=NC3CS(=O)(=O)CC3S2)cc1)N1CCN(c2ccccc2F)CC1 (stereo not drawn)	-0.4	5	-3	6	-4	-0.1	1	-6	4	0
COC(=O)c1cn(Nc2ncc(C(F)(F)F)cc2Cl)c(=O)c2ccccc12	2.5	-1	5	7	3	0.4	3	-1	7	-2
CCC/C=N/Nc1nnc(Cc2ccccc2)c(=O)[nH]1	-0.3	9	4	1	1	0.2	2	6	0	-18
CC(/C=N/NC(=O)c1ccc(CN2c3cccc4cccc(c34)S2(=O)=O)cc1)c1ccccc1 (stereo not drawn)	-0.6	17	-1	1	5	-1.5	-1	10	-3	-170
NN1C(=O)/C(=C\c2ccco2)SC1=S	-1.0	25	-6	-2	-4	0.6	-4	7	-8	-2
Cc1c(C(=O)Nc2ccc(-n3cnnn3)cc2)oc2ccccc12	-2.0	5	-3	5	26*	0.0	-1	24	2	-5
COc1ccc2nc(SCC(=O)Nc3ccccc3C#N)[nH]c2c1	2.6	2	3	-17	-10	0.3	0	2	-6	2
O=C(NCCc1ccccc1)C1CCN(C(=O)c2ccc([N+](=O)[O-])cc2)CC1	1.4	0	-1	-1	-2	-0.5	1	-6	-1	3
O=C1CCC/C=C/C[C@@H](CC(=O)N(CCO)Cc2ccccc2)C(=O)NC[C@H](c2ccccc2)O1	0.2	-10	5	-1	0	0.3	3	7	1	2
CCOC(=O)Cn1cc(/C=N/N2C(=O)C3C4C=CC(C4)C3C2=O)c2ccccc21 (stereo not drawn)	4.8	-1	-5	4	-11	0.1	4	-4	-2	-6
CCOC(=O)c1ccccc1NC(=O)CSc1ccc(-c2ccccn2)nn1	-0.7	-6	1	2	3	0.1	-2	12	4	-6
Oc1cccc(/C=N/Nc2ccc(Cl)nn2)c1O	-7.9	5	-1	-5	-3	-0.1	-24	1	0	7
CCCc1nnc(-c2cc(OC)c(OC)c(OC)c2)o1	-0.8	-2	1	0	-6	-0.9	5	-14	-1	-9
CC(=O)NC1C(OCc2ccccc2)OC2COC(C)(C)OC2C1O (stereo not drawn)	3.2	-3	-6	-2	-15	-0.6	-3	5	0	-9
Cc1ccc(S(=O)(=O)N2CCN(CC(=O)N/N=C\c3ccncc3)CC2)cc1	0.5	0	8	2	-5	-0.3	0	5	-4	-4
Cc1cc(C)c(S(=O)(=O)c2ccccc2)c(OC(=O)c2c(Cl)cc(Cl)cc2Cl)n1	-0.3	4	-10	-7	15	-0.5	-6	5	8	-2
O=C(CCc1nc2ccccc2c(=O)[nH]1)OCC(=O)N1CCc2ccccc21	-0.8	3	-1	-5	2	0.5	0	9	1	6
COc1ccccc1NC(=O)C(C)OC(=O)c1nc2nc(C)cc(C)n2n1 (stereo not drawn)	2.7	-4	-5	-1	0	0.4	-2	-6	-3	3
O=C(NCc1ccco1)/C(=C\C=C\c1ccccc1)NC(=O)c1ccco1	0.7	5	-4	3	-3	-0.1	-1	-6	-3	-11
O=C(O)c1cccc(NC(=O)c2cn(-c3ccccc3)nc2-c2ccc(F)cc2)c1	0.2	38*	-3	1	-7	0.3	-2	1	-11	-5
Cc1ccc(S(=O)(=O)N/N=C2/CC(c3ccccc3)Oc3ccccc32)cc1[N+](=O)[O-] (stereo not drawn)	-0.1	42*	-5	-6	-2	-0.8	-8	-3	-8	-52
O=C(N1CCN(c2ccc(F)cc2)CC1)C12CC3CC(CC(C3)C1)C2	-0.8	-3	-10	2	-3	-0.3	6	8	-5	1
Cc1cc(C(=O)N2CCN(S(=O)(=O)c3ccccc3C#N)CC2)c(C)o1	-0.3	4	-1	1	8	-0.4	0	-3	3	-9

Two compounds picked at random from those above, as already listed:
SMILES	GAA850 FXN act	rCAG binder	Tn6 DDE FP	NPR2 activator	ARFGAP1 inhibitor	proKLK7 act	GC-A act	ASAP1 GAP inh	sPLA2-III inh	ADAM10 inh
O=C(NCCc1ccccc1)C1CCN(C(=O)c2ccc([N+](=O)[O-])cc2)CC1	1.4	0	-1	-1	-2	-0.5	1	-6	-1	3
Oc1cccc(/C=N/Nc2ccc(Cl)nn2)c1O	-7.9	5	-1	-5	-3	-0.1	-24	1	0	7

(continued)
SMILES	GAA850 FXN act	rCAG binder	Tn6 DDE FP	NPR2 activator	ARFGAP1 inhibitor	proKLK7 act	GC-A act	ASAP1 GAP inh	sPLA2-III inh	ADAM10 inh
CN(CCc1ccccc1)C(c1cc2ccccc2o1)c1nnnn1C(C)(C)C (stereo not drawn)	.	1	2	-1	-4	0.4	-1	-3	-10	0
Cc1ccsc1C(=O)N/N=C/c1ccc2c(c1)OCO2	8.8*	-1	1	2	-3	-0.2	8	7	9	-11
COc1cc(C(=O)NC2CC3CCCC(C2)N3Cc2ccccc2)cc(OC)c1OC (stereo not drawn)	-0.1	-8	-8	4	0	0.1	-1	-4	-4	2
CCN(CC)S(=O)(=O)c1cc(NC(=O)COc2ccc(C#N)cc2OC)ccc1C	0.7	1	6	7	-20	0.9	6	9	-7	8
Clc1ccc(SCCOCCN2CCCCCC2)cc1	-0.5	2	3	7	-1	0.2	3	-16	-8	5
Cc1ccc(C2C(C(N)=S)=C(N)OC3=C2C(=O)CC(C)(C)C3)cc1 (stereo not drawn)	4.0	2	2	2	-5	1.1	-3	3	12	-52
CCC1=Nc2ccccc2NC2=C1C(=O)CCC2	5.6	8	10	4	12	-0.3	1	-8	3	-8
CC(=O)NC(c1ccccc1)c1nc(-c2ccc(C)c(C)c2)cs1 (stereo not drawn)	-1.1	1	10	2	-4	-0.2	3	-6	-20	6
Cc1c(NC(=O)Nc2ccc(C#N)cc2)c(=O)n(-c2ccccc2)n1C	-1.4	1	-3	2	-2	-0.8	1	-9	2	4
Cc1ccc(-n2ncc(C(=O)O)c2C2CCN(C(=O)OC(C)(C)C)CC2)cc1	0.1	4	-1	2	-4	0.5	0	6	-5	-4
CCOC(=O)N1CCC(n2c(SCC(=O)Nc3ccccc3OC)nc3ccccc3c2=O)CC1	-0.1	0	-2	2	-10	0.5	0	5	-4	17
Cc1ccc(O)c(NC(=S)NC(=O)Cc2ccc(Cl)cc2)c1	0.4	3	1	0	4	0.2	-5	16	-3	10
Cc1cc(=O)oc2cc(OCC(=O)NCCc3nc4ccccc4[nH]3)ccc12	1.4	14	-3	-5	-1	-0.5	1	7	-1	-40
CCCC(C)NC(=O)CSc1nnc2ccccn12 (stereo not drawn)	0.6	-1	3	-2	7	0.1	-4	2	9	-20
Cc1ccc(C(=O)NNC(=O)Cc2ccccc2)cc1	1.2	0	-3	5	4	0.0	-4	-4	3	-5
